GSIS activator: GLuc luminescence reporter in INS-1E cells, primary screen for activators of glucose-dependent secretion of insulin | INS-1E GLuc reporter insulin secretion, 2-3 h | activation, % at 16.6 µM | 370,000 tested, 0.61% active | AID 743287;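 active = lowest replicate activation of at least 40%, so every replicate reaches that level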;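 also: 0% = median of neutral control wells and 100% = median of IBMX positive control wells; some compounds called inactive have numbers as strong as hits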
An asterisk follows results filed as active. The list is partial, so the mix of outcomes need not match the whole.

structure,GSIS activator
CCOC(=O)N1CCN(C(=O)c2ccccc2NC(=O)c2ccc(OC)cc2)CC1,10
O=C(c1ccc2c(c1)OCO2)N(Cc1cccs1)C1(C(=O)NC2CCCCC2)CCCCC1,-9
CN1C(=O)c2ccccc2C(C(=O)NCCCN2CCCC2=O)C1c1c[nH]c2ccccc12 (configuration not stated),7
Cc1nc(SCN2C(=O)c3ccccc3C2=O)n[nH]1,14
Cc1ccc(-c2nnc3sc(CCc4ccccc4)nn23)cc1,-2
CC(C)CN(C(=O)c1nn(C)c(=O)c2ccccc12)c1nc2ccccc2s1,-19
CCOC(=O)C1=C(C)N(c2ccccc2)C(=O)/C1=C\c1ccco1,19
O=C(Cc1cccs1)Nc1nc2c(ccc3ccccc32)s1,-21
C/C(N)=C(/C#N)C(=O)CSc1nnnn1-c1ccccc1,4
O=C(Cc1cccc2ccccc12)Nc1nc2ccccc2[nH]1,10
Cc1ccccc1OCCN1C(=O)C(=O)c2cccc(C)c21,-11
Cc1ccc(/C=N/n2c(C3CCCCC3)n[nH]c2=S)s1,3
Cc1ccsc1/C=c1\sc2ncnn2c1=O,-7
O=C(NCc1ccco1)c1noc2c1CCCC2,0
Cc1cc2cc(CCNC(=O)c3cccc([N+](=O)[O-])c3)c(=O)[nH]c2cc1C,12
COc1cc(/C=C2\SC(=Nc3ccccc3)N(CCc3c[nH]c4ccccc34)C2=O)ccc1OC(C)C(=O)O (configuration not stated),-6
CC(C)N(C(=O)CSc1nc2ccccc2n1Cc1ccccc1)C(C)C,12
CC(=O)c1ccc(NS(=O)(=O)Cc2ccccc2)cc1,12
O=C1NCCc2c1[nH]c1ccccc21,-11
Cc1nc(NC(=O)COC(=O)CCS(=O)(=O)c2ccccc2Cl)c(Cl)cc1Cl,-1
O=P(Cc1ccncc1)(c1ccccc1)c1ccccc1,-7
Cc1ccccc1-c1nc(S(=O)(=O)c2ccc(Cl)cc2)c(NCCN2CCOCC2)o1,-17
CCc1cc2c(CN3CCN(C)CC3)cc(=O)oc2cc1O,11
COc1cccc(-c2nc(CC(=O)O)cs2)c1OC,15
COc1ccc(CC(=O)Nc2ccccc2C(=O)N2CCOCC2)cc1OC,3
N#Cc1c(NC(=O)C2CC(c3c(F)cccc3Cl)=NO2)sc2c1CCC2 (configuration not stated),1
O=C(NCc1ccco1)c1ccc2c(=O)n(CCC3=CCCCC3)c(=O)[nH]c2c1,68*
CCOC(=O)N1C=CC(C)=C[C@@H]2[C@@H](N3C(=O)c4ccccc4C3=O)C(=O)N21,-14
Nc1c(C(=O)OCC2CCCO2)c2nc3ccccc3nc2n1C1CCCC1 (configuration not stated),21
CS(=O)(=O)n1nc(-c2ccc(Cl)cc2)nc1SCc1ccccc1,-34

A draw from above in order of SMILES length, highest first:
structure,GSIS activator
COc1cc(/C=C2\SC(=Nc3ccccc3)N(CCc3c[nH]c4ccccc34)C2=O)ccc1OC(C)C(=O)O (configuration not stated),-6
CCOC(=O)N1C=CC(C)=C[C@@H]2[C@@H](N3C(=O)c4ccccc4C3=O)C(=O)N21,-14
CN1C(=O)c2ccccc2C(C(=O)NCCCN2CCCC2=O)C1c1c[nH]c2ccccc12 (configuration not stated),7
Cc1ccccc1-c1nc(S(=O)(=O)c2ccc(Cl)cc2)c(NCCN2CCOCC2)o1,-17
CCOC(=O)N1CCN(C(=O)c2ccccc2NC(=O)c2ccc(OC)cc2)CC1,10
N#Cc1c(NC(=O)C2CC(c3c(F)cccc3Cl)=NO2)sc2c1CCC2 (configuration not stated),1
CCOC(=O)C1=C(C)N(c2ccccc2)C(=O)/C1=C\c1ccco1,19
Nc1c(C(=O)OCC2CCCO2)c2nc3ccccc3nc2n1C1CCCC1 (configuration not stated),21
Cc1ccc(/C=N/n2c(C3CCCCC3)n[nH]c2=S)s1,3
Cc1ccccc1OCCN1C(=O)C(=O)c2cccc(C)c21,-11
CC(=O)c1ccc(NS(=O)(=O)Cc2ccccc2)cc1,12
O=P(Cc1ccncc1)(c1ccccc1)c1ccccc1,-7
COc1cccc(-c2nc(CC(=O)O)cs2)c1OC,15
Cc1ccsc1/C=c1\sc2ncnn2c1=O,-7
O=C1NCCc2c1[nH]c1ccccc21,-11

Next section
structure,GSIS activator
CC1(c2ccc(OC(F)F)cc2)NC(=O)N(CC(=O)NC2CCCCC2)C1=O (configuration not stated),8
O=C(O)CCc1nn2c3ccccc3n(CC(=O)c3ccccc3)c2nc1=O,10
O=C(NCC1CCCO1)C1CCN(S(=O)(=O)N2CCCC2)CC1 (configuration not stated),24
C/C(=N\NC(=O)c1ccc(CSc2nc(C)cc(C)n2)cc1)C1CCCCC1,-13
COc1ccc(N2C(=O)c3ccccc3NC23CCC(C)CC3)cc1 (configuration not stated),22
CC1CCCCN1C/C=C/c1ccccc1[N+](=O)[O-] (configuration not stated),13
CCC(=O)c1c[nH]c(C(=O)NCc2ccco2)c1,12
CCOC(=O)c1cc(-c2ccc(C#N)cc2)nc2c1c(C)nn2CCC#N,11
Cc1cc(N2CCN(c3ccccc3)CC2)n2c(n1)nc1ccccc12,15
CCCC1=C(C(=O)OCC)C(c2cccs2)C(C#N)=C(N)O1 (configuration not stated),30
CC(C)CCNC(=O)c1ccc2nc[nH]c2c1,-5
COc1ccc(-c2nnc(NC(=O)c3cc(C)on3)s2)cc1,-10
CC1(C)CC(=O)C(C=Nc2ccc3c(c2)OCO3)=C(O)C1,5
Cc1ccc(S(=O)(=O)N2CCOCC2)cc1NC(=O)CSc1nnc2cc(C)c3ccccc3n12,-35
O=S(Cc1cc(Sc2ccccc2)nc(-c2ccccc2)n1)c1ccccc1 (configuration not stated),-20
CCCOc1ccc(/C(O)=C2/C(=O)C(=O)N(CCOC)C2c2cccnc2)cc1 (configuration not stated),25
COc1cccc(C2=NOC(C(=O)NCC3CCCO3)C2)c1 (configuration not stated),37
Cc1cc2oc(=O)cc(CSc3nc(N)cc(N)n3)c2cc1C(C)C,4
CCCCCCC(=O)Nc1ccc(Cl)cn1,-5
CCCn1c(N)c(N2CCCCC2)c(=O)n(CC(=O)Nc2ccccc2C)c1=O,27
CCSc1nnc(NC(=O)CSc2nc(C)cc(C)n2)s1,10
O=C(CSCCc1ccccn1)Nc1ccc(Br)cn1,-7
CCS(=O)(=O)Nc1ccc(C2=NN(S(=O)(=O)c3ccc(F)cc3)C(c3ccco3)C2)cc1 (configuration not stated),-13
CCCSc1nc(C)c(-c2csc(C(C#N)=C3CCCC3)n2)cc1C#N,-9
CCNCc1cc(Cl)cc(OC)c1OC(C)C,16
CCOC(=O)C1CCN(Cc2ccc(F)c(F)c2)CC1,17
CCN=c1sc2ccccc2n1CC(O)COc1ccccc1 (configuration not stated),9
CCSc1nnc(-c2cc3c(s2)-c2ccccc2CC3)o1,-18
CCN(CC)c1nc(OCCNC(=O)Nc2ccccc2)nc(N(CC)CC)n1,-18
O=C(/C=C/c1ccc(-c2ccccc2[N+](=O)[O-])o1)c1ccc(Br)cc1,-8
COc1ccc(C(=O)N(CCN2CCOCC2)CC(=O)NC2CCCC2)cc1OC,3
CC(OC(=O)Cn1c(C(F)(F)F)nc2ccccc21)C(N)=O (configuration not stated),48
O=C(Nc1ccc2c(c1)OCO2)C1CCCN1C(=O)Nc1ccccc1F (configuration not stated),6
Cc1occc1C(=O)N1N=C(C2CC2)CC1(O)C(F)(F)F (configuration not stated),11
CC1Cc2ccccc2N1C(=O)C1CCCCN1S(=O)(=O)c1ccccc1 (configuration not stated),-11
CCCCNC(=O)C1CCCN1C(=O)Nc1cccc(OC)c1 (configuration not stated),-6
Cc1ccc(NC(=O)CSc2nnc(-c3cnccn3)n2-c2ccccc2)cc1,9
O=C(CSc1nnc(C2CC2)n1-c1ccccc1)NCCc1ccc(F)cc1,15
COC(=O)c1c(NC(=O)c2ccccc2)sc2c1CC(C)(C)OC2,-6
COc1cc(C2Nc3ccc4ncccc4c3C3=C2C(=O)CC(C)(C)C3)cc(OC)c1O (configuration not stated),25
COC(=O)c1c(NC(=O)C2CCC2)sc(C(=O)N(C)C)c1C,9
CCN(CCCCN1C(=O)c2ccccc2C1=O)c1ccc2c(c1)C(=O)N(C)C2=O,-9
COc1ccc(-n2nnnc2SCC(=O)Nc2ccc3c(c2)OCCO3)c(OC)c1,-5
COc1ccc(N2CCN(CCNC(=O)CCCn3c(=O)[nH]c4cc(Cl)ccc4c3=O)CC2)cc1,13
COc1ccc(NC(C)=O)cc1NC(C)C(=O)Nc1cccc2ccccc12 (configuration not stated),18
COc1ccccc1N(C(=O)c1snc(C(N)=O)c1N)C(C(=O)NC1CCCC1)c1ccco1 (configuration not stated),-13
Clc1ccc(Cn2nnc(-c3ccc(N4CCOCC4)cc3)n2)cc1,10
CCC(C)N(C(=O)COC(=O)CCc1c[nH]c2ccccc12)C1CCS(=O)(=O)C1 (configuration not stated),6
Cc1cc(C)cc(NC(=O)N2CCC(c3nc4ccccc4o3)CC2)c1,-15
COc1ccc(Nc2nnc(SCc3cc([N+](=O)[O-])cc4c3OCOC4)s2)cc1,4
COc1ccccc1Oc1ccc(S(=O)(=O)NCc2ccccn2)cc1,-28
O=C(O)c1ccnc(C(=O)O)c1,25
CN1CCc2c(sc3c2c(=O)n(-c2ccccc2)c2nncn32)C1,0
Cc1nc2c(C(=O)N3CCCC3)cnn2c(C)c1Cc1c(F)cccc1Cl,8
Cc1sc(NC(=O)c2ccccc2)c(C(=O)N2CCN(C)CC2)c1C,1
CN1CCC(=NNC(=O)C(=O)Nc2ccccc2)CC1,9
O=C(Nc1ccccc1N1CCCCC1)c1ccc(-c2ccc(Cl)cc2)o1,-3
Cc1cc(C)cc(-n2c(C)cc(C(=S)N3CCOCC3)c2C)c1,-21
Cc1cc(C(=O)N2CCCCCC2)cs1,4
CCOC(=O)CNS(=O)(=O)c1cc(-c2nnc(Nc3ccc4c(c3)OCO4)c3ccccc23)ccc1C,-4

Two records picked at random from the list so far, as already listed:
structure,GSIS activator
COc1ccc(C(=O)N(CCN2CCOCC2)CC(=O)NC2CCCC2)cc1OC,3
Cc1occc1C(=O)N1N=C(C2CC2)CC1(O)C(F)(F)F (configuration not stated),11

The listing continues:
structure,GSIS activator
CCOC(=O)C(NC(=O)c1ccccc1Cl)(Nc1ccc(C(F)(F)F)cc1)C(F)(F)F (configuration not stated),-7
Cc1ccc(C(=O)N/C(=C\c2ccccc2)C(=O)OCc2ccccc2)cc1,-23
Cc1ccccc1NS(=O)(=O)c1cc(C(=O)Nc2ccccc2-c2ccccc2)ccc1Cl,-15
O=C(NC(=S)Nc1cc(C(F)(F)F)ccc1N1CCOCC1)c1ccc(-c2cccc(Cl)c2)o1,-30
CCOC(=O)c1ccccc1Nc1cn(C(C)=O)c2ccccc12,-1
CC12COC3(C(=O)Nc4ccc(Cl)cn4)CC1CCC32C (configuration not stated),-2
Cc1cc(C(=O)Nc2ccccn2)cs1,23
CCOc1cc(CNCc2ccccn2)ccc1OCC(=O)NC(C)(C)C,2
CCc1cc2c(N[C@@H](Cc3c[nH]c4ccccc34)C(=O)O)ncnc2s1,23
CCOc1ccc(C(=O)N/N=C/c2ccc(-c3ccc(S(=O)(=O)Nc4ncccn4)cc3)o2)cc1,28
CCOC(=O)/C(=N/Nc1ccccc1)Sc1nnnn1-c1ccc(C)cc1,4
CCOC(=O)/C=c1\s/c(=C\c2ccc3cc(OC)ccc3c2)c(=O)n1CC(=O)NCC1CCCO1 (configuration not stated),-5
CCOC(=O)N1CCC(=NNS(=O)(=O)c2cccc([N+](=O)[O-])c2)CC1,8
Cn1c2c(c(=O)n(C)c1=O)CN(CCN1CCNCC1)CN2,-2
Cn1nc(-c2ccc(N3CCCCC3)c(NC(=O)c3ccco3)c2)c2ccccc2c1=O,-45
COc1ccc(-c2cn(-c3ccc(SC(F)F)cc3)c3[n+]2CCC3)cc1OC,-1
Cc1cc2c(=O)n(CC(=O)N3CCN(c4ccc(F)cc4)CC3)cnc2s1,-2
Brc1csc(/C=N/Nc2nc3ccccc3s2)c1,-7
Cc1ccc(C(=O)OCC(=O)c2c(N)n(C)c(=O)n(C)c2=O)cc1S(=O)(=O)N1CCCCC1,2
Cc1c(NC(=O)/C(C#N)=C\c2cccs2)c(=O)n(-c2ccccc2)n1C,-5
O=C(CNc1ccccc1)N/N=C/c1ccc2c(c1)OCCO2,0
CCCOc1ccc(Cl)cc1CN1CCOCC1,20
CSc1nnc(-c2ccncc2)n1CCCN1CCCC1=O,11
NS(=O)(=O)c1ccc(NC(=O)CCC2CCCCC2)cc1,8
CCOc1ccc2nc(SCc3cccc(C)c3)nc(C)c2c1,4
Cc1cccc(Cn2cccc2/C=C2/C(=N)N3C=CSC3=NC2=O)c1,3
CN(CCCNC(=O)c1cccn2c(=O)c3ccccc3nc12)Cc1ccccc1,10
COc1cccc(-c2cc(C(=O)N3CCCc4ccccc43)no2)c1,4
COc1ccc(OC)c2[nH]c(=O)c(CCNC(=O)COc3ccccc3)cc12,6
O=C(Cc1ccc(Cl)cc1)N/N=C1\CCCc2ccccc21,-7
Cc1[nH][nH]c(=O)c1N=Nc1ccccc1,0
CC(C)CNc1nc(Oc2ccc(=O)n(C)n2)nc(N2CCOCC2)n1,16
CN(C)c1ccc(CNc2ccc3c(c2)ncn3C)cc1,-10
O=C(Oc1ccccc1)c1ccc(-n2cnnn2)cc1,15
CCOC(=O)c1c(C)n(C)c2ccc(O)c(CN3CCN(C)CC3)c12,-1
O=C(NCC1CCCO1)C(c1ccncc1)N(Cc1ccc(F)cc1)C(=O)CN1C(=O)c2ccccc2S1(=O)=O (configuration not stated),16
CCc1ccc2c(c1)C1(SC(NC(C)=O)=NN1C(C)=O)C(=O)N2C(C)C (configuration not stated),22
Cc1cc2ncn(-c3ncnc4sc5c(c34)CCCC5)c2cc1C,17
C=CCOc1cccc(/C=N/NC(=O)C(=O)NCc2ccco2)c1,9
